# GSK3 alpha inh – blockers of GSK3A enzyme activity – biochemical, luminescence, cell-free homogeneous, HTS, primary screen. AID 2650, 2010. 320,000 tested, 0.1% active. GSK-3 alpha kinase, ADP-Glo luminescence, 60 min. inhibition, % at 10 µM;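 in the data active = inhibition above about 50%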;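 also: GST-tagged GSK-3 alpha with peptide substrate and 25 µM ATP; 0% = DMSO neutral wells and 100% = GW8510 positive control wells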
# Target sequence (P49840 whole entry, looked up): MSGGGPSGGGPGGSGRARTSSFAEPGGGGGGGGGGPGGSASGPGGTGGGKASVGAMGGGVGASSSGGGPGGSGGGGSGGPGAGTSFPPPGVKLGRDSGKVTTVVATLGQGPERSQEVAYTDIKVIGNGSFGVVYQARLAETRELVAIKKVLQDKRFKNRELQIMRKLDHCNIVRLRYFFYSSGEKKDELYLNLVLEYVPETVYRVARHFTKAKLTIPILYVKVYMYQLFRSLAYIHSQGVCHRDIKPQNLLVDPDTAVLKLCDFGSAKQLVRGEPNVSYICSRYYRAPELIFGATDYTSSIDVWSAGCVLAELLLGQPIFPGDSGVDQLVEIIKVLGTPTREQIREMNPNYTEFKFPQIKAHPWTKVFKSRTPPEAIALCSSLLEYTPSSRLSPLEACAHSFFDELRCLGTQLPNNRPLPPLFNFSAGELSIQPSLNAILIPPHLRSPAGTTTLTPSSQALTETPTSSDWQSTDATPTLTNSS
# Platelet DG rel – inhibitors of platelet dense granule secretion, primary screen, cell-based, MLPCN, human platelets; human platelet-rich plasma, SFLLRN dense granule ATP release, luminescence; inhibition, %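 (compounds screened at 7.5 µM in platelet-rich plasma)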; 300,000 tested, 0.22% active;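 active = mean replicate score, as percent of positive control, at or above 50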
# KLF5 inhibitor – KLF5 expression inhibitors, primary screen, DLD-1 cells, luminescence. DLD-1 KLF5 promoter-luciferase reporter. 290,000 tested, 0.23% active. AID 1700, 2009. inhibition, % at 5 µM;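 active = inhibition above a per-plate limit of that plate's mean compound inhibition plus 3 SD, cut at about 60% in these data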;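 also: 0% = DMSO wells and 100% = LY294002 at 200 µM; higher means less KLF5 promoter-driven luciferase light; inactives centre near -14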
# IEC-6 cytotox – cytotoxicity in IEC-6 intestinal epithelial cells, primary screen, cytotoxicity control for KLF5 inhibitor project, cell-based, luminescence; 290,000 tested, 0.78% active; inhibition, % at 5 µM; IEC-6 cytotoxicity, luminescence viability; AID 1825, 2009; in the data active = inhibition above about 22%;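 also: 0% = plate median of test compound wells and 100% = cytotoxic reference compound wells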
# Dyrk1A ADPGlo – rat Dyrk1A kinase inhibitors, primary screen, biochemical, single point, plate reader | Dual specificity tyrosine-phosphorylation-regulated kinase 1A (Rattus norvegicus), Q63470 | ADP-Glo luminescence, NFATc1 peptide | inhibition, % at 12.5 µM | 310,000 tested, 0.43% active; in the data active = inhibition above about 50%;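 also: plate controls were vehicle with enzyme for no effect and no enzyme for full effect; many of its hits are not listed in these tables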
# HSF1 activator – HSF-1 activators, primary screen, NIH3T3-HGL cells, MG132 stress, luminescence, single point. NIH3T3-HGL HSF-1 luciferase reporter, 8 h; 100% = twice DMSO control signal. activation, % at 9 µM. 300,000 tested, 1.7% active. AID 504408, 2011;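 active = mean replicate activation of at least 50% with a set share of replicates each reaching 50%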;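 also: 0% = median of the neutral control wells and 100% = twice that signal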
# aSyn UTR inh – MLPCN primary screen, SNCA 5' untranslated region. alpha-synuclein 5'UTR reporter, inhibitor activity. inhibition, % (tested at 7.5 µM). 300,000 tested, 0.82% active. AID 1813, 2009; in the data active = inhibition above about 60%;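 also: H4 neuroglioblastoma cells stably carrying SNCA 5'UTR luciferase fusion; 0% = DMSO wells and 100% = positive control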
# HSF1 inhib – HSF1 inhibitors in luciferase reporter cells, primary screen, cell-based, NIH3T3, luminescence | NIH3T3-HGL HSE-luciferase, MG132-induced, luminescence 8 h; active compounds read low | activity change, negative = inhibition, % at 7.5 µM (by protocol) | 300,000 tested, 0.77% active;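 active = more than half of replicate wells show activity change below -50%, luminescence cut by over half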;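 also: luciferase reports HSF-1 transcriptional activity via heat shock element; 0% = median of DMSO wells and -100% = zero luminescence signal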
# GSK3beta inhib – human GSK3beta kinase inhibitors, primary screen, biochemical, cell-free homogeneous, HTS; Glycogen synthase kinase-3 beta (Homo sapiens), P49841; GST-GSK3beta kinase, ADP-Glo luminescence, 60 min; active compounds read low; activity score (negative = inhibition), % at 10 µM; 300,000 tested, 0.038% active;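 active = more than half of replicate wells score below -50%, meaning over 50% inhibition versus plate controls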;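 also: 0% = median DMSO wells and -100% = median GW8510 positive control wells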
# Target sequence (P49841 whole entry, looked up): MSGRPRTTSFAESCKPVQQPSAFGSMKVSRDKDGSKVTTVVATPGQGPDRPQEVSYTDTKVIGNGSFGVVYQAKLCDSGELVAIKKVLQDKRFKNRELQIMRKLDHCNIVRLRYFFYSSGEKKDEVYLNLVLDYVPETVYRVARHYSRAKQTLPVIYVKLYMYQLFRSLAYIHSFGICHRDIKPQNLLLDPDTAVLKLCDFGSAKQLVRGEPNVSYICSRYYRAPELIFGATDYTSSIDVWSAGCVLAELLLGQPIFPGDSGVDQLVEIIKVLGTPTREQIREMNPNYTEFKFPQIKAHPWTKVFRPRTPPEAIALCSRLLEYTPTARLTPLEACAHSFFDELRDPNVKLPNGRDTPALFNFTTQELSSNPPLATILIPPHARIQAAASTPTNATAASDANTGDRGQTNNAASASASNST
#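 Assay system: GST-tagged human GSK3beta kinase, cell-free; Input: 1.6 ng GSK3beta; Medium: Tris/MgCl2 kinase buffer; Timing: 60 min enzyme reaction, room temperature; Signal: ADP-Glo luminescence quantifying ADP generated by kinase; Evaluation: score relative to plate controls; Benchmarks: DMSO neutral wells and GW8510 at 20 µM as positive.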
# HSP90 inh – HSP90 inhibitors, primary screen, cell lysate, luminescence | Heat shock protein HSP 90 (rabbit reticulocyte lysate; luciferase refolding) | inhibition, % at 5.6 µM | 290,000 tested, 0.91% active | Rabbit reticulocyte lysate, luciferase refolding luminescence, 3 h;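 active = inhibition above the screen-wide mean plus 3 SD, computed separately per campaign, cut at about 16% in these data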;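 also: 0% = DMSO wells and 100% = 60 µM geldanamycin wells; inhibitors lower the luminescence because luciferase stays unfolded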
# Active calls of the source: *; / = no result given. Not all compounds are listed; rates above refer to the full screens.
# Every second line gives: GSK3 alpha inh	Platelet DG rel	KLF5 inhibitor	IEC-6 cytotox	Dyrk1A ADPGlo	HSF1 activator	aSyn UTR inh	HSF1 inhib	GSK3beta inhib	HSP90 inh
- CCS(=O)(=O)N1Cc2ccccc2CC1C(=O)Nc1nccs1 (stereo not drawn)
 : -2	-10	15	8	-3	11	-167	-2	3	-2
- Cc1c(S(=O)(=O)NCc2ccccc2)c(=O)n(C)c(=O)n1C
 : 2	-2	-12	4	2	24	0	4	-1	-3
- O=C(O)c1cccc(NC(=S)NC(=O)c2ccncc2)c1
 : -1	-1	-11	2	7	-30	-7	-27	-1	8
- CC(C)N(Cc1nccn1C)C(=O)CCc1nnc(CCCc2ccccc2)o1
 : -1	0	-50	8	5	17	-120	19	0	-1
- CCC(C)NC(=O)CNC(=O)c1nn(-c2ccc(OC)cc2OC)c(=O)c2ccccc12 (stereo not drawn)
 : 8	-5	-9	7	1	26	9	-2	0	4
- Cc1ccc(Cl)cc1NC(=O)C1COc2ccccc2O1 (stereo not drawn)
 : 1	-4	-3	8	/	-73	-7	-64*	-2	-2
- Cc1nn(C)cc1/C=N/NC(=O)C(C)(C)Oc1ccc(Cl)cc1
 : -4	5	-8	0	2	12	-1	-4	0	0
- COc1ccc(N(CC(=O)NCC2CCCO2)S(=O)(=O)c2ccc(C)cc2)cc1OC (stereo not drawn)
 : 0	-3	-29	-1	-15	-5	2	-5	-3	-2
- COc1ccc(/C=N/NC(=O)C(=O)N2CCCC2)cc1OC
 : /	1	-30	-1	-4	-5	13	-4	1	-2
- COc1cccc(C(C#N)N2CCOCC2)c1 (stereo not drawn)
 : 3	2	13	-8	4	0	2	-3	3	4
- CC1=CCC2C(=O)N(c3nc(C)cc(C)n3)C(=O)C2C1 (stereo not drawn)
 : -2	13	2	3	2	-2	5	-8	3	-1
- COc1cc(OC)cc(C(=O)N[C@H](C(=O)Nc2nc3c(s2)CCCC3)C(C)C)c1
 : 0	-2	6	-24	26	6	-60	-7	-4	1
- O=C(c1ccc(C#Cc2ccccc2)o1)N1CCN(c2ccccn2)CC1
 : 0	-10	0	1	6	29	-5	-3	-1	-2
- CCc1ccc(N(CC(=O)NC2CCCCC2)S(=O)(=O)c2c(C)noc2C)cc1
 : 5	0	5	-9	7	-32	-11	-14	1	-2
- COc1ccccc1OCCNC(=O)C1CC(=O)N(c2ccc3c(c2)OCCO3)C1 (stereo not drawn)
 : -2	-7	/	/	5	-10	1	-3	1	/
- COc1cccc(/C=C2\SC(=S)N(CCCC(=O)N3CCCC3)C2=O)c1
 : 0	-7	-13	-1	2	0	-37	5	3	-1
- CCCCC(NC(C)=O)c1nc2ccccc2n1CCCC (stereo not drawn)
 : -2	-2	13	8	0	3	-5	2	-7	4
- O=P(O)(CN1CCCCCC1)CN1CCCCCC1
 : /	-5	-9	4	/	13	-7	-4	-1	-2
- CCCCC(=O)Nc1cccc(NC(=O)CC)c1
 : -2	19	-10	0	-5	18	-1	-2	2	3
- C=CCc1cc(OC)ccc1OCCN(C)Cc1ccccc1
 : 0	-2	-3	3	0	-4	-20	0	-4	2
- N#CC(c1ccc(Cl)cc1)c1ccc(Cl)nn1 (stereo not drawn)
 : 0	33	-15	-8	-1	3	-18	-7	3	1
- O=C(O)c1csc(Br)c1Br
 : -2	-2	16	-5	20	-12	7	-10	5	-5
- Cc1ccc(C)c(NC(=O)NNS(=O)(=O)c2ccc(C)c(C)c2)c1
 : 1	6	-38	3	5	3	-4	1	0	1
- COC(=O)c1cc(S(=O)(=O)NCc2ccccc2OC)cn1C
 : 1	-1	-2	-1	/	7	-3	-1	-2	4
- COCCCN1C(=O)N(c2ccccc2)C(=O)C1CC(=O)Nc1ccccc1 (stereo not drawn)
 : -4	-7	-30	-3	2	-3	0	-4	-3	11
- CCn1c(SCC(=O)Nc2ccccc2OC)nc(O)cc1=O
 : -6	3	-15	-4	/	-6	-10	4	-10	-7
- OC(CN1CCNCC1)Cn1c2ccccc2c2ccccc21 (stereo not drawn)
 : 4	1	-31	4	1	10	-10	-8	1	5
- CCCCOc1ccc(OCCSc2nc3ccccc3n2CC(=O)O)cc1
 : -5	3	-29	-2	-5	6	-12	0	3	-3
- N#C/C(=C\c1c(N2CCC(C(N)=O)CC2)nc2ccccn2c1=O)C(=O)NCc1ccco1
 : 2	3	-10	-3	-7	-11	-8	-16	1	-3
- Cc1ccc(C)c(-c2nnc(NC(=O)c3ccc([N+](=O)[O-])o3)o2)c1
 : 3	-5	/	/	0	-16	-63	-4	-15	/
- O=C(Nc1ccccn1)c1csc2c1CCCC2
 : 2	0	-108	3	-2	53*	-163	43	0	0
- CN(CC(=O)Nc1ccccc1Cl)C(=O)CSc1nnc(-c2ccco2)o1
 : 1	0	-3	1	-2	-6	-5	-7	3	-1
- Cc1ccc(CN2CCN(Cc3cnc(N4CCOCC4)s3)CC2CCO)o1 (stereo not drawn)
 : 2	5	-1	3	-3	/	-2	/	0	1
- COc1cccc(OC)c1NC(=O)Cc1nn(C)c(=O)c2ccccc12
 : -1	-4	-10	-5	-10	-20	3	5	0	2
- Cc1ccc(/C=C/C(=O)O)cc1S(=O)(=O)NCCCC(=O)O
 : -3	24	7	-1	-2	-9	5	-1	7	1
- COc1ccc(Nc2cc(C(=O)NCc3ccco3)c3ccccc3n2)cc1
 : -1	-18	12	1	/	-17	17	7	0	5
- CCOc1nc(-c2ccccc2O)nc2ccccc12
 : 4	1	-37	2	-2	-10	-42	-13	2	2
- Cc1cccc(N(Cc2ccccc2F)S(C)(=O)=O)c1
 : -4	-1	-21	-6	2	21	-19	8	-5	-3
- COc1ccc(C(=O)Nc2cc(OC)c(Cl)cc2Cl)cc1
 : 1	1	-21	3	28	0	-45	5	3	-2
- O=C(Nc1ccccc1Cl)c1ccc2c(c1)N(Cc1ccc(F)cc1)C(=O)CS2=O (stereo not drawn)
 : /	-1	-11	4	-2	-22	-13	-1	-1	1
- CNc1cc(F)nc(F)n1
 : -3	4	-8	1	-6	6	-4	-2	4	-1
- O=c1nc(N2CCCCC2)nc2n1CCO2
 : -3	22	22	1	-1	-20	-15	-1	0	1
- O=C(CNS(=O)(=O)c1ccccc1)N1CCN(C(=O)c2ccco2)CC1
 : 1	5	/	/	-6	6	1	-2	3	/
- CCOC(=O)c1[nH]c2cc(OC)c(OC)cc2c1NC(=O)c1nonc1C
 : 2	-3	-14	2	2	1	17	-2	1	0
- COc1ccc(-c2c(-c3ccc(OC)cc3O)nc(C)nc2C(F)(F)F)cc1
 : -1	-5	1	2	0	9	-8	-1	4	-1
- N/C(=N\OC(=O)CCC1CCCC1)c1ccccc1
 : -1	10	-25	-1	-1	17	-126	5	-4	-1
- c1ccc(C2OCC3(CO2)COC(c2ccccc2)OC3)cc1 (stereo not drawn)
 : -1	-2	20	-2	3	7	1	-2	-1	-2
- O=C(c1ccccc1)N1N=C(C(F)(F)F)CC1(O)c1ccccc1O (stereo not drawn)
 : 3	-4	-58	8	-4	19	-49	5	-2	0
- O=C1c2ccc(Oc3ccc4c(c3)C(=O)N(CCCCO)C4=O)cc2C(=O)N1CCCCO
 : 1	-1	-18	-6	0	11	-8	-3	-3	-1
- CCn1c(=O)c(C(=O)NCc2ccc(OC)c(OC)c2)c(O)c2ccccc21
 : -1	-1	-25	2	-3	-1	28	2	-12	-3
- Cc1nn(-c2ccccc2)c2ncc(C(=O)c3cc(Cl)ccc3O)cc12
 : 2	-4	-16	-9	-5	7	2	-1	1	-1
- CCCc1cc(C(=O)Cc2ccc(F)cc2)c(O)cc1O
 : 4	1	15	-1	11	-7	0	-1	4	2
- COc1ccc2[nH]c(C(=O)N3CCC(n4nccc4NC(=O)C4CC4)CC3)c(C)c2c1
 : -1	-1	5	0	-3	4	1	-1	-1	-4
- Cn1cccc1/C=N/NC(=O)c1ccccn1
 : 1	16	-72	-1	-1	7	-71	6	0	5
- Cc1ccc(NC(=O)Nc2cc(-c3ccccc3)nn2C)cc1Cl
 : -2	3	-37	4	/	10	4	-3	-27	4
- O=C(CN1C(=O)/C(=C/c2ccco2)SC1=S)Nc1ccc(O)c(C(=O)O)c1
 : -4	5	-14	-18	-5	2	-25	-5	2	3
- Cc1cc(C(=O)NC2CC(C)(C)Cc3c2cnn3-c2ccccc2)n(C)n1 (stereo not drawn)
 : 0	8	-19	6	7	7	-4	9	-2	-3
- CCCN(CCC)C(=O)COc1cc(=O)n(CC)c2ccccc12
 : -2	3	10	-5	-5	11	8	-1	-2	-3
- O=C(CSc1nc2cc(Cl)ccc2s1)c1cc2ccccc2o1
 : -1	-2	-13	1	-4	/	/	/	0	2
- FC(F)(F)c1cc(-c2cccs2)nc2cc(-c3ccccc3)nn12
 : -10	-2	7	-1	-10	-10	-27	-7	4	0

# (list continues)
# Every second line gives: GSK3 alpha inh	Platelet DG rel	KLF5 inhibitor	IEC-6 cytotox	Dyrk1A ADPGlo	HSF1 activator	aSyn UTR inh	HSF1 inhib	GSK3beta inhib	HSP90 inh
- Cc1ccc(C(=O)NCCNC(=O)c2ccccc2)cc1
 : 0	2	-22	-5	-9	-9	-16	4	0	-4
- Nc1ncnc(Oc2cccc3cccnc23)c1[N+](=O)[O-]
 : -2	4	-38	-1	-2	2	11	4	2	0
- O=S(=O)(N/N=C/c1cn(Cc2ccccc2)c2ccccc12)c1ccccc1
 : 0	1	-27	4	1	3	53	0	3	-1
- Cc1onc(-c2ccccc2Cl)c1C(=O)NC(=S)Nc1ccccc1F
 : 0	-4	7	5	-3	15	0	6	1	2
- CSc1ncccc1C(=O)NNC(=O)c1ccc(NS(=O)(=O)c2cccs2)cc1
 : -1	-11	/	/	0	-2	8	-5	-3	/
- CC(C)Sc1nc2sccc2c(=O)n1-c1ccccc1
 : -3	-1	-13	-4	-4	-55	21	-44	0	0
- Cc1ccc(-n2c(C)cc(=O)cc2C)cc1[N+](=O)[O-]
 : 0	-9	3	2	-2	-2	25	-13	3	-1
- Cc1c(-c2ccccc2)nc2ccccc2c1C(=O)O
 : -3	-12	-10	6	3	3	-9	0	1	-4
- CCC/C=C(\CCC)C(NC(=O)Cc1ccccc1)c1ccc(C(=O)OC)cc1 (stereo not drawn)
 : /	0	4	1	-11	-5	-13	4	0	0
- C=CCOc1nc2c(c(=O)n(Cc3ccc(Cl)c(Cl)c3)c(=O)n2C)n1C
 : -2	6	8	-2	2	12	24	5	4	-1
- CCOC(=O)CN1C(=O)S/C(=C/C=C/c2ccc(N(C)C)cc2)C1=O
 : /	-1	-38	0	4	7	-165	-7	-1	39*

# Compound activity deposited in PubChem BioAssay by several laboratories.
